OPRM1-OPRD1 ag = agonists of OPRM1-OPRD1 heterodimerization, primary screen, cell-based, luminescence. 340,000 tested, 0.3% active. Mu-type opioid receptor (Homo sapiens) + Delta-type opioid receptor (Homo sapiens), …. activation, % at 9.3 µM. AID 504326, 2011. cells; in the data active means activation above about 18%;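 further: 0% = vehicle-treated cells and 100% = reference agonist; values of inactives mirror those of a sister screen read the other way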
Target sequence (P35372 whole entry, looked up): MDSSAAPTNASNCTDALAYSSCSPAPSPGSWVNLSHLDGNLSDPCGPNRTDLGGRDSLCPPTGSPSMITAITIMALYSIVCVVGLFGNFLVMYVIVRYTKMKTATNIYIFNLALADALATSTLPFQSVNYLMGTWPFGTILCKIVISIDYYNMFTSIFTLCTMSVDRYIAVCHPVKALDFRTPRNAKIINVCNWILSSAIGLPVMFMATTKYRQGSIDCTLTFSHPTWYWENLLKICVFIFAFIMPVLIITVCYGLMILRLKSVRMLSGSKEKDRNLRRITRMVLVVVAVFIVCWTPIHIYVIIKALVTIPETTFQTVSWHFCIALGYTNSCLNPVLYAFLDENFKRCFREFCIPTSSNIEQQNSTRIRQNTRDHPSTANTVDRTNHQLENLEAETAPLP
Target sequence (P41143 whole entry, looked up): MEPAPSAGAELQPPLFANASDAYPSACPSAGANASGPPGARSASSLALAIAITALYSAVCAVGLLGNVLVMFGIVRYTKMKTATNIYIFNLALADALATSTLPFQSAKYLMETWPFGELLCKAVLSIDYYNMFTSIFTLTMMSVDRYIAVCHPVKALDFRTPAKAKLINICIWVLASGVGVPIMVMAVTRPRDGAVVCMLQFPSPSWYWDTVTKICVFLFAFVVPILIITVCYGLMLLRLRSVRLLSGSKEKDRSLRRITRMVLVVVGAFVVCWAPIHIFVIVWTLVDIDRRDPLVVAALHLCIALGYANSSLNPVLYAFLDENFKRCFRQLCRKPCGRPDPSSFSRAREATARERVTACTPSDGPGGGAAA
E coli growth = E. coli V3065 growth inhibition, primary screen, counter-screen for AddAB inhibitor project, absorbance, OD600. 18 h. inhibition, % at 11.9 µM. 330,000 tested, 0.27% active. AID 449728, 2010;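 active means inhibition above the campaign's mean inhibition across all tested compounds plus 3 SD, cut at about 9.9% in these data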;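 further: uninfected addAB+ strain grown without phage in ampicillin broth; 0% = DMSO wells and 100% = ciprofloxacin 0.95 µg/ml wells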
Arrestin-AP2 inh = inhibitors of beta-arrestin/AP2 binding, primary screen, biochemical, GPCR trafficking, flow cytometry. beta-arrestin 1 C-terminal peptide binding to AP2 beta2-adaptin appendage (human). FITC-arrestin peptide / GST-AP2 beads; AP2 beta2 appendage carries R879A mutation. inhibition, % at 10 µM. 340,000 tested, 0.31% active. AID 504490, 2011;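 active means inhibition above a set limit, near 3 SD of compounds lacking own fluorescence, cut at about 54% in these data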;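 further: plate controls were DMSO wells for no effect and 5 µM unlabelled arrestin peptide for full effect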
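Material – GST-tagged AP2 beta2-adaptin appendage (R879A) on 4 µm glutathione beads · Probe or stimulus – fluorescein-tagged arrestin peptide at 50 nM final · Timing – 12 min plus 1 h, RT · Detection – bead flow cytometry, FITC channel · Read-out basis – inhibition as reduced fluorescein signal on beads, percent · Medium – PBS plus Tween 20 (0.05%) and BSA (0.1%)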
Mot1-301 SUMO = yeast Mot1-301 growth rescue at high temperature, primary screen, SUMOylation pathway inhibitor project, S. cerevisiae, ATP luminescence, 38.5C. S. cerevisiae Mot1-301 growth rescue; percent above DMSO median, 100 means doubled. growth rescue, % at 18.8 µM. 320,000 tested, 1% active. AID 2716, 2010;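 active means every valid replicate shows activation above 250% relative to neutral control wells; inactive means the rest, any valid replicate at or below 250%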;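 further: OY570 slx delta 5 strain wells were the positive control but not used for scaling; some compounds called inactive have numbers as strong as hits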
Pemphigus Ab inh = inhibitors of pemphigus antibody binding to DSG3, primary screen, biochemical, bead-based, flow cytometry, scFv-GFP; Desmoglein-3 (Homo sapiens), P32926; DSG3-coupled beads, scFv-anti-DSG3-GFP binding; hits give low values; binding (percent of control), % at 10 µM; 310,000 tested, 0.48% active; AID 588358, 2011;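 active means binding more than 3 SD below its plate's average and above zero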;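 further: hits lower antibody fragment binding to DSG3; some compounds called inactive have numbers as strong as hits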
phage Ecoli inh = growth loss of phage-infected E. coli, primary screen, RecBCD inhibitor project, absorbance, with phage, HTS | inhibition, % at 11.9 µM | 360,000 tested, 0.26% active; in the data active means inhibition above about 11%
PfHsp90 yeast 2 = growth inhibition of PfHsp90-expressing yeast, primary screen, antimalarial PfHsp90 inhibitor project, S. cerevisiae, BacTiter-Glo luminescence, single point, set 2. BacTiter-Glo ATP, 48 h; yeast lacking PDR1 and PDR3 efflux regulators. inhibition, % at 9.4 µM. 310,000 tested, 0.32% active;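 active means every replicate shows inhibition above about 80%, whatever the replicate mean, limit read from the data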;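 further: 0% = DMSO neutral controls and 100% = 20 µM radicicol positive controls; yeast relying on Plasmodium falciparum Hsp90 in place of its own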
Tat transport = E. coli Tat export inhibitors, primary screen, MC4100, TorA-mCherry reporter, fluorescence, single point. inhibition, % at 10 µM. 340,000 tested, 0.036% active. AID 488895, 2010;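 active means mean replicate inhibition at least 50% and at least half of replicates individually reaching 50%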;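 further: exported cargo escapes ClpAP degradation while cytoplasmic cargo is degraded and loses fluorescence; 0% = median of neutral control wells and 100% = median of NaSCN control wells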
PKA-R1A act = activators of PKA-R1A holoenzyme, primary screen, biochemical, fluorescence polarization, Cy5-IP20, bovine R1A, mouse PKAc; activation, % at 11.4 µM; 340,000 tested, 0.083% active; PKA-R1A dissociation; scaled: DMSO 0%, 113 µM cGMP 100%; cAMP-dependent protein kinase type I-alpha regulatory subunit (Bos taurus) + …;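 active means percent activation above the mean of all tested compounds plus 3 SD, cut at about 19% in these data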;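 further: higher means more PKAc released from R1A so a rise in polarization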
AddAB inh = growth inhibition of E. coli expressing H. pylori AddAB, primary screen, AddAB inhibitor project, absorbance | inhibition, % at 11.9 µM | 330,000 tested, 0.29% active | AID 435030, 2010; in the data active means inhibition above about 12%;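 further: 0% = vehicle wells of infected cells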
OPRM1-OPRD1 inv = inverse agonists of MOR-DOR heterodimerization, primary screen, cell-based, luminescence. cell-based MOR-DOR heterodimer luminescence, inverse agonism. Mu-type opioid receptor (Homo sapiens) + Delta-type opioid receptor (Homo sapiens), …. 340,000 tested, 0.21% active. inhibition, % at 9.3 µM; in the data active means inhibition above about 22%, passing the limit was not always enough;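 further: 0% = cells with DMSO and 100% = wells without cells with DMSO; values of inactives mirror those of a sister screen read the other way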
Numbers without * were called inactive; . = not tested or not shown; & = joins results of further samples.

SMILES	OPRM1-OPRD1 ag	E coli growth	Arrestin-AP2 inh	Mot1-301 SUMO	Pemphigus Ab inh	phage Ecoli inh	PfHsp90 yeast 2	Tat transport	PKA-R1A act	AddAB inh	OPRM1-OPRD1 inv
Cc1ccc2c(CN3CCCCC3CCO)cc(=O)oc2c1 (centres undefined)	-1.2	0.8	-1	46	95	3.2	-12	-7	10	1.0	6
COc1ccc(CC(=O)NCC(=O)N=Nc2c(O)[nH]c3ccccc23)cc1	0.6	-2.2	6	7	97	0.5	-6	-1	8	3.9	-3
COCCNC(=O)C(c1ccc(F)cc1)N(C(=O)CCC(=O)Nc1ccccn1)C1CCCCC1 (centres undefined)	-0.1	0.3	-7	326	100	1.8	-29	3	-4	0.8	1
Cc1ccc(NC(=O)Cn2cnc3sc(C(=O)NCc4ccco4)c(C)c3c2=O)cc1Cl	0.1	-1.7	-4	105	103	2.4	-36	-8	-2	0.8	0
O=C(CC1C(=O)OCN1C(=O)OCc1ccccc1)OCC(=O)c1ccccc1 (centres undefined)	-2.8	-0.6	1	-3	109	0.2	-10	4	-4	2.4	12
COCc1c(C(=O)N2CCN(c3ccc(C(F)(F)F)cn3)CC2)oc2ccccc12	3.6	0.6	2	5	103	2.2	-33	0	8	3.1	-16
COc1ccccc1CNC(=O)CC12CC3CC(CC(Br)(C3)C1)C2	2.8	-1.1	8	5	109	-0.4	-13	-1	0	-2.1	-22
CCC(C)(C)NC(=O)c1ccc(S(=O)(=O)N(C)c2ccccc2OC)cc1	-2.6	-2.9	2	-5	103	1.7	-1	-3	4	1.2	14
Nc1c(C(=O)NCCN2CCOCC2)c2nc3ccccc3nc2n1CCc1ccccc1	-2.6	-0.8	-17	2	118	2.0	3	-2	3	0.5	12
CC(C)c1nc2oc3c(=O)[nH]cnc3c2c2c1CCC2	0.3	-2.1	13	80	102	0.6	.	-6	-12	-0.4	-2
CCOC(=O)c1cnc2ccc(C)cc2c1NCCO	-1.7	1.8	3	.	.	1.6	5	3	-10	5.8	9
Cc1ccc([N+](=O)[O-])c(OCC(=O)OCC(=O)c2ccccc2)c1	-3.8	-0.5	0	-6	86	5.2	-9	-2	-18	2.0	19
NCC1CCC(C(=O)Oc2ccc(CCC(=O)O)cc2)CC1 (centres undefined)	-3.0	0.6	-3	-2	99	2.1	-13	2	-2	-0.6	17
O=C(c1cc(-c2ccncc2)nc2ccc(Cl)cc12)N1CCN(Cc2ccc3c(c2)OCO3)CC1	-1.1	-1.8	-10	41	109	2.6	-12	0	-1	-2.2	5
Nc1nc(-c2ccccc2)nn1C(=O)c1ccco1	0.6	-1.0	-2	-14	128	0.3	.	-4	-6	-0.4	-3
COc1ccc(Cl)cc1NC(=O)CCN1CCN(C)CC1	-3.1	1.4	29	-2	95	1.3	1	-1	-7	3.9	13
FC(F)(F)c1cccc(-c2ccc(/C=N/Nc3nncc(-c4ccccc4)n3)o2)c1	-2.0	-0.9	5	.	92	4.4	0	-5	-6	0.0	10
COc1ccc(NC(=O)CCCNC(=O)Cn2cnc3sc4c(c3c2=O)CCCC4)cc1OC	-2.3	1.1	-6	6	.	-1.8	-7	-3	9	3.0	14
Cc1cc(C)cc(NS(=O)(=O)Cc2ccccc2)c1	-0.4	-1.9	14	-7	104	-0.2	3	-6	0	-1.6	2
Cc1cccc(C(=O)NNC(=O)c2cccc(C)c2)c1	-2.1	-1.4	14	-1	109	3.9	8	4	5	1.8	11
CCC(=O)N1N=C(c2ccc(NS(=O)(=O)CC)cc2)CC1c1ccc(C)cc1 (centres undefined)	0.5	1.1	1	-2	104	0.9	-19	8	-8	3.5	-3
Cc1ccc(N(CC(=O)NC2CCCC2)C(=O)CNC(=O)c2cccs2)cc1F	-1.4	1.5	25	285	105	0.7	3	-12	8	5.4	8
CCC(=O)N1CC23C=CC(CC2CC12CCCCC2)O3 (centres undefined)	-1.7	-1.3	23	2	.	2.2	-20	8	-5	-1.3	11
O=C(CN(c1ccccc1)S(=O)(=O)c1ccccc1)NCCSc1ccccn1	-1.7	1.3	11	0	98	3.5	13	-5	4	2.6	10
Cn1c(SCc2nnc(-c3ccccc3Br)o2)nc2sc3c(c2c1=O)CCC3	0.3	-1.0	-4	95	100	1.3	29	-13	-10	-1.9	-2

6 entries already listed, arranged by the value under Mot1-301 SUMO, lowest first:
Molecule	Mot1-301 SUMO
Cc1cc(C)cc(NS(=O)(=O)Cc2ccccc2)c1	-7
O=C(CC1C(=O)OCN1C(=O)OCc1ccccc1)OCC(=O)c1ccccc1 (centres undefined)	-3
CCC(=O)N1CC23C=CC(CC2CC12CCCCC2)O3 (centres undefined)	2
O=C(c1cc(-c2ccncc2)nc2ccc(Cl)cc12)N1CCN(Cc2ccc3c(c2)OCO3)CC1	41
CC(C)c1nc2oc3c(=O)[nH]cnc3c2c2c1CCC2	80
COCCNC(=O)C(c1ccc(F)cc1)N(C(=O)CCC(=O)Nc1ccccn1)C1CCCCC1 (centres undefined)	326

Next section.
SMILES	OPRM1-OPRD1 ag	E coli growth	Arrestin-AP2 inh	Mot1-301 SUMO	Pemphigus Ab inh	phage Ecoli inh	PfHsp90 yeast 2	Tat transport	PKA-R1A act	AddAB inh	OPRM1-OPRD1 inv
CCOC(=O)C1CCN(C(=O)COc2ccc3c(c2)OCO3)CC1	0.2	-0.6	-18	260	.	-0.3	-13	4	-12	1.9	-2
CCN1CCN(Cc2ccc(NC(=O)c3cc(NC(=O)c4cc5cccc(OC)c5o4)cc(OC)c3)cc2C(F)(F)F)CC1	0.2	-2.7	-3	4	128&114	1.6&4.0	8	-6	-2&5	1.9	-1
COc1ccc(C(=O)NC(C)c2ccncc2)cc1S(=O)(=O)N(C)Cc1ccccc1 (centres undefined)	-0.1	-0.9	-3	38	111	0.4	-3	8	13	-2.7	0
COc1ccc2nc(C)cc(Nc3ccc(C)cc3)c2c1	0.8	.	-12	153	108	3.2	-1	-3	-4	.	-4
O=c1cc(-c2ccccc2)[nH]n1-c1ccc([N+](=O)[O-])cc1	-3.5	-2.1	-4	-3	94	.	2	7	4	0.1	19
COc1ccc(CN=Cc2c(C(=O)O)[nH]c3ccccc23)cc1	-1.0	-2.5	7	-13	96	5.3	9	-1	2	-0.7	6
CCOC(=O)C1=CNS(=O)(=O)NC1CCc1ccccc1 (centres undefined)	-2.5	-0.2	6	.	99	2.7	-9	-11	-8	-1.5	13
CCOc1ccc(S(=O)(=O)NCCC(=O)N2CC(C)OC(C)C2)cc1 (centres undefined)	-2.0	1.8	27	10	99	1.9	52	1	-10	2.6	10
CCC1CCCCN1CCCNC(=O)c1ccc2nc(N3CCCCC3)sc2c1 (centres undefined)	-0.7	4.2	34	356	111	1.3	8	-10	-12	2.6	4
Cc1nnc(NC(=O)CSc2ccc([N+](=O)[O-])cn2)s1	-0.1	0.6	-9	.	107	2.1	4	-6	-4	2.0	0
COc1ccc(/C=N\NC(=O)c2ccccc2Br)cc1COc1c(F)c(F)cc(F)c1F	4.1	0.8	6	-14	109	1.5	-24	12	-4	3.5	-17
COc1cccc(CCc2nnc(N)s2)c1	-1.6	-2.0	45	43	119	0.8	10	0	-4	-0.7	8
COc1ccc(S(=O)(=O)N2CCOCC2)cc1N=Nc1sc(N)nc1-c1ccccc1	-4.3	-0.9	23	-13	95	4.0	2	6	-18	1.2	22
Oc1ccc(-c2nc3ccccc3s2)c(O)c1	-1.8	1.9	-1	41	100	3.8	-5	2	-15	2.7	9
Cc1ccc(NC2=NC(c3ccc(F)cc3)n3c(nc(C)cc3=O)N2)c(C)c1 (centres undefined)	-1.6	-1.9	18	-11	.	2.5	-4	8	-8	0.2	8
CC(NC(=O)c1ccco1)C(=O)OCc1cccc(Cl)c1 (centres undefined)	-1.4	1.0	9	10	92	2.6	.	0	10	0.5	7
CCc1ccc2oc(C(=O)NCC(c3ccc(OC)cc3)N3CCCCC3)c(C)c2c1 (centres undefined)	-0.1	0.5	-7	-15	133	-2.1	-8	4	-5	0.1	0
COC(=O)c1c(NC(=O)CSc2nnnn2-c2ccc3c(c2)OCO3)sc(C)c1C	-2.6	0.1	-1	12	98	0.0	10	-8	-1	1.5	15
COc1ccc(NC(=O)C(C)N2C(=O)c3ccccc3C2=O)cc1S(=O)(=O)N1CCOCC1 (centres undefined)	-0.9	-2.7	27	41	101	4.2	-22	10	0	1.8	5
O=C1/C(=C/c2cccc(Br)c2)SC(=S)N1/N=C/c1cc([N+](=O)[O-])ccc1O	-0.7	-1.1	30	106	100	0.3	0	-3	-5	-1.1	4
O=C(c1c(F)cccc1F)N(Cc1ccccn1)C1CC1	-2.2	-2.5	5	6	98	2.8	-4	29	-17	-0.3	12
Cc1cc(N(C)C)cc(C)[n+]1[O-]	-2.5	0.8	1	.	102	1.0	-7	0	-13	1.4	14
CC(=O)Nc1cc(NC(=O)CCCC(=O)O)ccc1Cl	-0.5	0.5	-5	-5	.	4.4	-6	2	2	1.3	3
CN1CCN(S(=O)(=O)c2ccc(NC(=O)c3ccccc3Cl)cc2)CC1	-3.0	-2.4	31	-12	107	-1.3	-4	0	0	-1.7	15
O=C(O)C1CCCCC1C(=O)Nc1cc(C(F)(F)F)ccc1Cl (centres undefined)	-1.8	0.6	-19	.	102	0.2	30	-19	4	-1.4	10

An excerpt from above with just OPRM1-OPRD1 inv, AddAB inh and Pemphigus Ab inh.
| compound | OPRM1-OPRD1 inv | AddAB inh | Pemphigus Ab inh |
| --- | --- | --- | --- |
| CCc1ccc2oc(C(=O)NCC(c3ccc(OC)cc3)N3CCCCC3)c(C)c2c1 (centres undefined) | 0 | 0.1 | 133 |
| COC(=O)c1c(NC(=O)CSc2nnnn2-c2ccc3c(c2)OCO3)sc(C)c1C | 15 | 1.5 | 98 |

Source: PubChem (several laboratories)

Random draw from the library. About 2.8% of those tested had a hit in this group.
